High-throughput results (PubChem BioAssay)
G6PDH CS = inhibits Leuconostoc G6PDH, flagging false hits in G6PDH-based assays; Purified L. mesenteroides G6PDH, diaphorase/resazurin coupled fluorescence, 45 min; inhibition, % at 5 µM; 0.12% of 200,000 active; AID 1020; in the data active = inhibition above about 50%
APP 5'UTR act = APP 5'UTR luciferase reporter activation; SH-SY5Y APP 5'UTR luciferase reporter, luminescence; zero percent = DMSO vehicle wells; activation, % at 2 µM; 1% of 190,000 active;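 active = activation above a set limit, based on mean plus 3 SD of controls, cut at about 140% in these data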; also: values of inactives mirror those of a sister screen read the other way
APP transl inh = APP translation inhibition | SH-SY5Y APP 5'UTR-luciferase reporter, luminescence | inhibition, % at 2 µM | 0.82% of 190,000 active | AID 1285;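 active = inhibition above a set limit, derived from the sample mean plus 3 SD, cut at about 45% in these data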; also: values of inactives mirror those of a sister screen read the other way
FLuc stim CS = firefly luciferase counter-screen for stimulation assays. P08659. ATPlite luciferase biochemical, luminescence, 10 min; 0 = ATP-free wells, 1 = DMSO control. activation factor at 10 µM. 200,000 tested, under 10 active;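 active = luciferase activation factor, scaled between plate controls, of at least 2 with compound at 10 µM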
Target sequence (P08659 whole entry, looked up): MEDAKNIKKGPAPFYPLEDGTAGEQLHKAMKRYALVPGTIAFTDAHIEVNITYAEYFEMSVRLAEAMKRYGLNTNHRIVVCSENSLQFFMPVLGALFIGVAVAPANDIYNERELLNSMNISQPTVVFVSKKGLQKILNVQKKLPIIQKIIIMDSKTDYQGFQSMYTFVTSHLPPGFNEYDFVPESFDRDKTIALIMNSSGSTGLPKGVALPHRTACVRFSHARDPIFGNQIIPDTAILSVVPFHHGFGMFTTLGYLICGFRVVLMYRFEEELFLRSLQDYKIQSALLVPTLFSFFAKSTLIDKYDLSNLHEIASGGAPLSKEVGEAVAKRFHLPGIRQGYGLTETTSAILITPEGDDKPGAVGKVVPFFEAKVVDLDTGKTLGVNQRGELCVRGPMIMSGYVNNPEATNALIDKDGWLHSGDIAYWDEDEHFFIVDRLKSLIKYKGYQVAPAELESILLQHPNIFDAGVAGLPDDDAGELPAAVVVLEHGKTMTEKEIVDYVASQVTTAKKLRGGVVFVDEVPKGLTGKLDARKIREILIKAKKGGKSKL
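Material: luciferase plus luciferin reagent, cell-free. Medium: PBS buffer for ATP. Also added: ATP substrate, dispensed from a 10.24 µM working solution in PBS. Doses: test compounds dosed from 2 mM stocks in 100% DMSO. Incubation: 10 min post-reagent at room temperature. Technique: light output (luminescence). Read-out basis: luminescence gain marking luciferase activators.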
Redox H2O2 prof = compounds producing H2O2 with reducing agent – biochemical, NIH compound library profiling, artefact control for MLSCN library redox annotation, primary screen | activation, % at 10 µM | DTT-dependent redox cycling H2O2, phenol red/HRP absorbance; 100% = 100 µM peroxide control, 0% = buffer | 0.03% of 200,000 active;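 active = activation of at least 50% relative to the plate's high and low controls in the primary single-dose screen; inactive = activation below 50%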;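 also: compound incubated with DTT at 0.8 mM final as the reducing agent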
FLuc inh counter = counter-screen for luciferase assay inhibitors: firefly luciferase inhibition; ATPLite firefly luciferase biochemical luminescence, 10 min; inhibition, % at 10 µM; 1.5% of 200,000 active;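 active = inhibition above about 50% when tested at 10 µM, limit read from the data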
Efa HMGR inh = E. faecalis class II HMG-CoA reductase inhibition; inhibition, % at 10 µM; AID 1066; purified E. faecalis HMGR, NADPH absorbance 340 nm kinetic; 0.41% of 190,000 active;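 active = inhibition above a set limit, the median over all tested compounds plus 3 SD, cut at about 9.5% in these data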;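 also: enzyme runs in reverse so mevalonate oxidation gives rising NADPH absorbance; 0% = complete reaction with DMSO and 100% = background rate lacking mevalonate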
Hsp70 activator = switches on Hsp70 transcription; AID 1203; 0.04% of 200,000 active; activation, % at 10 µM; HeLa Hsp70 promoter luciferase reporter, luminescence; scaled: vehicle 0, proteasome-inhibitor control 100%;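 active = activation above the mean across all tested compounds plus 3 SD, cutoff set per campaign, cut at about 5.5% in these data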;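 also: 100% = MG132 at 30 µM as the positive control and 0% = DMSO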
NF-kB neuron act = NF-kB expression increase, human neuronal cells. NF-kB reporter expression; active compounds read high. fold change at 12.5 µM. 1.6% of 190,000 active; in the data active = fold change above about 3.3
STAT1 act = increases IFN-gamma driven STAT1 reporter signal. NIH 3T3 STAT1-luciferase reporter, luminescence; 100% = IFN-gamma alone, no compound. activation (% of control), % at 5.5 µM. 2.6% of 200,000 active;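 active = activation above the screen-wide mean activation plus 3 SD, cut at about 130% in these data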;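 also: raw ratio to IFN-gamma control signal so 100% means no change and 0% no light; values of inactives mirror those of a sister screen read the other way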
An asterisk follows results filed as active.

The first 5 entries, ahead of the listing:
structure	G6PDH CS	APP 5'UTR act	APP transl inh	FLuc stim CS	Redox H2O2 prof	FLuc inh counter	Efa HMGR inh	Hsp70 activator	NF-kB neuron act	STAT1 act
COC(=O)COc1cccc2c(=O)n(CC(=O)NCCc3ccccc3)ccc12	10	20	-20	1	0.8	-4	-2	-0.1	1	96
CCOC(=O)C(=O)Nc1nnc(SCc2ccc(F)cc2)s1	6	-18	18	1	-0.6	2	-3	-0.3	1.2	91
Cc1c(Cl)cccc1NC(=O)C(=O)NNC(=O)c1ccccc1F	5	6	-6	0.9	0.5	5	-2	0.1	1.1	106
Cc1ccc(-c2cn3nc(C)c(C)nc3n2)cc1	8	47	-46	0.2	0.2	75*	-5	-0.3	4.7*	111
CC1(C)CC(=O)C2=C(C1)OC(N)=C(C#N)C2c1cn(-c2ccccc2)nc1-c1ccc(F)cc1 (centres undefined)	-8	42	-42	1	0.3	1	1	-0.3	1.2	107

Main list, repeating the preview:
structure	G6PDH CS	APP 5'UTR act	APP transl inh	FLuc stim CS	Redox H2O2 prof	FLuc inh counter	Efa HMGR inh	Hsp70 activator	NF-kB neuron act	STAT1 act
COC(=O)COc1cccc2c(=O)n(CC(=O)NCCc3ccccc3)ccc12	10	20	-20	1	0.8	-4	-2	-0.1	1	96
CCOC(=O)C(=O)Nc1nnc(SCc2ccc(F)cc2)s1	6	-18	18	1	-0.6	2	-3	-0.3	1.2	91
Cc1c(Cl)cccc1NC(=O)C(=O)NNC(=O)c1ccccc1F	5	6	-6	0.9	0.5	5	-2	0.1	1.1	106
Cc1ccc(-c2cn3nc(C)c(C)nc3n2)cc1	8	47	-46	0.2	0.2	75*	-5	-0.3	4.7*	111
CC1(C)CC(=O)C2=C(C1)OC(N)=C(C#N)C2c1cn(-c2ccccc2)nc1-c1ccc(F)cc1 (centres undefined)	-8	42	-42	1	0.3	1	1	-0.3	1.2	107
CCOC(=O)c1ccccc1NC(=O)C=C(C)C	-7	-2	2	1.1	0.5	-6	-2	-0.3	1	104
O=C(c1ccc(S(=O)(=O)N2CCCCC2)cc1)N1CCN(c2ccccc2)CC1	2	15	-15	1	2.1	0	0	-0.3	0.82	98
CCOc1ccc(C(C)NC(=O)Cc2ccccc2F)cc1OCC (centres undefined)	5	-4	4	1.1	-0.4	-7	1	0.2	1.4	99
CCOC(=O)C1CCN(Cc2cn[nH]c2-c2ccc(C)cc2)CC1	4	10	-10	1	0.2	4	-2	0.0	1.1	98
CN(C)C(=O)COC(=O)c1ccccc1OCC(=O)Nc1ccc(SC(F)F)cc1	5	-12	12	1	-0.3	-3	-3	-0.2	1.2	110
COc1ccc2nc(C)cc(N3CCOCC3)c2c1	14	10	-10	1	-0.8	1	-3	-0.4	1.4	95
COc1ccc(C(O)c2nccc3cc(OC)c(OC)cc23)cc1OC (centres undefined)	15	-19	19	1	-0.3	-3	0	-0.5	0.89	80
CN(C)C(=O)c1nnc(Cc2ccc(Cl)cc2)o1	15	-5	5	1	0.2	-4	2	-0.1	1.2	100
Cc1ccc(S(=O)(=O)N2CC(O)CC2C(=O)NCc2ccc3c(c2)OCO3)cc1 (centres undefined)	-6	17	-17	1.1	-0.4	-5	-1	-0.3	1.4	105
O=C(CSCc1ccc(Br)cc1)N=Nc1c(O)[nH]c2ccccc12	-2	12	-12	1	0.1	-5	1	-0.3	1.1	99
O=S(=O)(CCc1nc2ccccc2s1)c1ccc(Cl)cc1	-2	-13	13	1.1	0.0	-5	2	-0.1	1.1	95
Cc1ccc(-c2nnc(NCc3nc4ccccc4[nH]3)c3ccccc23)cc1S(=O)(=O)N(C)C	-20	-5	5	1	0.3	-3	2	-0.3	0.32	87
CCOC(=O)c1[nH]c(C)c(C(=O)OCC(=O)Nc2sc3c(c2C#N)CCCCC3)c1C	-1	7	-7	1	-0.3	-2	2	0.0	1	98
COc1ccc(C(=O)Oc2c(CN3CCOCC3)cc(Cl)c3cccnc23)cc1	10	-38	38	1.1	0.4	-6	-4	-0.6	28*	93
O=S(=O)(NC1CCCCC1Oc1ccccc1)c1ccccc1 (centres undefined)	20	10	-10	1.1	0.7	-8	0	-0.3	0.89	94

Additional structures follow.
structure	G6PDH CS	APP 5'UTR act	APP transl inh	FLuc stim CS	Redox H2O2 prof	FLuc inh counter	Efa HMGR inh	Hsp70 activator	NF-kB neuron act	STAT1 act
O=C(CCN1C(=O)/C(=C/c2ccccc2)SC1=S)NNC(=O)c1ccncc1	6	-14	14	1.1	-1.2	-5	-4	0.0	0.87	93
CC(C)Sc1nnc(CNC(=O)C23CC4CC(CC(C4)C2)C3)n1Cc1ccccc1	10	2	-2	1	0.1	-1	-5	-0.2	1.3	98
Cc1ccc(S(=O)(=O)N2CCC(=O)N(C(COCc3cccc(C)c3)Cc3ccccc3)CC2)cc1 (centres undefined)	14	-10	10	1	0.9	0	-6	0.0	0.57	112
S=C(NCCc1ccccc1)Nc1ccccn1	2	26	-26	1	0.1	-4	2	-0.2	1.6	133*
CC(C(=O)NC(C)(C)C)N(C(=O)CS(=O)CC(=O)Nc1ccc(F)cc1)c1ccccc1F (centres undefined)	8	-7	7	1.1	-0.3	-8	2	-0.1	1.3	101
CC(=O)c1cccc(NC(=O)CSc2nnc(-c3ccc(S(=O)(=O)N4CCCC4)cc3)o2)c1	1	4	-4	1.1	2.1	-6	-5	-0.1	1.3	110
Cc1noc(C)c1S(=O)(=O)N1CCC(C(=O)NCCCN2CC(C)CC(C)C2)CC1 (centres undefined)	10	-6	6	1	0.1	-4	-5	-0.5	1.2	95
CCn1c(C(=O)Nc2ccsc2C(=O)OC)cc2sc(Cl)cc21	-1	0	0	1.1	-0.7	-6	-1	-0.5	1.1	97
O=C(NN=C1CCCC1)c1cc(-c2ccccc2)n[nH]1	9	4	-4	1	-0.6	1	-5	-0.5	1.2	100
COC(=O)c1cn(C(=O)/C=C/c2ccc(OC)c(OC)c2)c2ccccc12	8	-17	17	1.1	0.5	-7	-6	-0.2	0.95	102
O=C(NCC1CCCO1)C(c1ccc(N2CCOCC2)cc1)N(C(=O)Cn1nnc2ccccc21)c1ccccc1F (centres undefined)	1	8	-8	1	-0.1	-1	0	0.1	0.67	101
CC1CCCCC1NC(=O)CSc1nnc(-c2ccccc2)n1N (centres undefined)	16	14	-14	1	-1.9	0	-13	-0.1	0.93	103
CC(C)N1CN=C(Nc2nc3ccccc3o2)NC1	3	21	-21	1	-0.4	-3	-1	-0.2	1.4	122
CC(=O)Nc1ccc(NC(=O)C(C)OC(=O)C2(c3ccc(F)cc3)CCCC2)cc1 (centres undefined)	12	-4	4	1	-1.3	0	0	-0.2	1.3	88
COc1ccc(C2(NC(C)=O)CCN(C(=O)c3ccco3)CC2)cc1	3	3	-3	1	1.5	-1	3	-0.1	1.3	105
O=S(=O)(c1ccc(NC(=S)NN=C2CCCCC2)cc1)N1CCOCC1	6	13	-13	1.1	-1.8	-10	-4	0.2	1	100
CCOc1cccc(NC(=O)c2ccc(S(=O)(=O)N(C)C)cc2)c1	-11	-7	7	1.1	0.0	-8	4	-0.3	1.1	89
O=C(CN1C(=O)C2C3C=CC(C3)C2C1=O)NCCC1=CCCCC1 (centres undefined)	37	7	-7	1	-0.2	0	-1	0.9	1.1	104
CCCCCCc1cc2cc(-c3nnc(-c4ccccc4OC)o3)c(=O)oc2cc1O	-6	7	-7	1.1	4.1	-7	-3	0.0	1.2	111
COc1ccccc1CNc1cc(-c2ccccc2)ccc1OC	-5	8	-8	1.1	0.0	-6	1	0.0	1.1	89

Carrying on.
structure	G6PDH CS	APP 5'UTR act	APP transl inh	FLuc stim CS	Redox H2O2 prof	FLuc inh counter	Efa HMGR inh	Hsp70 activator	NF-kB neuron act	STAT1 act
CN(Cc1c(F)cccc1Cl)C(=O)C1CC(=O)N(CCc2ccccc2)C1 (centres undefined)	2	17	-16	1	-0.1	-3	-6	-0.2	1.1	97
COc1ccc(C(C)NC(=O)c2ccc(Br)cc2)cc1OC (centres undefined)	8	13	-13	1	0.0	5	-1	-0.1	0.98	100
CCC(C)c1ccc(NC(=O)C2CCN(c3ccc(C(F)(F)F)cn3)CC2)cc1 (centres undefined)	-22	-2	2	1.1	0.3	-5	-1	-0.3	0.87	99
O=C(CN(CC1CCCO1)C(=O)CNS(=O)(=O)c1ccc(Cl)cc1)NCC1CCCO1 (centres undefined)	-6	-14	14	1	-0.9	-4	-7	0.1	1.3	91
CCOC(=O)C1=C(c2ccccc2)OC(N)=C(C#N)C1c1ccc(Br)s1 (centres undefined)	-6	11	-11	1	0.6	-1	-3	0.0	1.4	97
CC(C)NC(=O)COC(=O)c1ccc(S(=O)(=O)N2CCCC2)cc1	12	4	-4	1	-0.1	-3	-3	0.3	1.3	98
CCOC(=O)c1sc2nc3n(c(=O)c2c1C)CCC3	0	18	-18	1	-0.1	-3	1	-0.3	0.92	109
Cc1cc(F)ccc1S(=O)(=O)Nc1ccccc1C(=O)Nc1ccccc1-c1nc2ccccc2[nH]1	4	1	-1	1	0.5	-1	-3	-0.3	0.32	108
Cc1oc(-c2ccc(Cl)cc2)cc1-c1nn2c(-c3ccoc3C)nnc2s1	-16	16	-16	1	2.0	-4	-2	-0.3	1.2	98
COCc1[nH][nH]c(=O)c1C=Nc1ccccc1	4	5	-5	1.1	-0.3	-7	-8	-0.5	1.1	106
O=S(=O)(c1ccccc1)c1ccccc1/C=N\O	8	12	-12	1	-0.2	-1	-1	-0.3	0.92	99
COc1ccccc1CC(=O)Nc1ccc(-c2noc(COc3ccc(Cl)c(C)c3)n2)cc1	-7	-6	6	1.1	2.0	-6	-2	0.0	1.1	97
COC(c1ccccc1)c1nnc(CCC(=O)N(C)CCc2ccccc2)o1 (centres undefined)	20	4	-4	1	-0.8	2	3	0.1	0.94	102
Cc1ccccc1NC1=C(Cl)C(=O)N(C2CCCCC2)C1=O	6	-8	8	1	-0.2	-2	-6	-0.3	1.4	94
COc1cccc(NC(=O)c2oc3ccc(S(=O)(=O)N4CCOCC4)cc3c2C)c1	4	27	-26	1.1	1.1	-9	6	-0.1	0.34	101
Cc1ccccc1NC(=O)Nc1cc(S(N)(=O)=O)ccc1C	2	0	0	1	-3.0	-1	-4	0.0	0.99	104
O=C(Nc1nnc(-c2ccco2)o1)C1CC1	-4	-23	23	1.1	-0.7	-7	4	-0.2	1.1	112
CCOC(=O)N/N=C/c1ccc(OCCSc2ccc(Cl)cc2)c(OC)c1	-2	-34	34	1.1	-0.1	-6	-4	-0.3	0.55	102
CCn1cc(C(=O)OCC(=O)N(C)Cc2ccccc2)c(=O)c2ccc(C)nc21	4	-8	8	1	0.1	-2	-6	0.1	1.1	99
O=Cc1ccc(OCC(=O)NC(=O)NC2CCCCC2)cc1	3	-1	1	1	-1.7	-2	-8	0.3	1.4	104

(list continues)
structure	G6PDH CS	APP 5'UTR act	APP transl inh	FLuc stim CS	Redox H2O2 prof	FLuc inh counter	Efa HMGR inh	Hsp70 activator	NF-kB neuron act	STAT1 act
CC1(C)C(=O)NCCN1C(=O)CSc1nccc(-c2ccc(Br)cc2)n1	0	29	-29	1	0.6	-4	-3	0.2	1.3	103
COCCNC(=S)N/N=C(\C)c1ccc(Cl)c(Cl)c1	1	-13	13	1	-2.3	-4	2	-0.4	1.2	109
Cc1ccc(C(=O)Nc2nc(-c3ccccc3)c(-c3ccccc3)o2)cc1	-49	-1	1	1.1	0.4	-6	-4	-0.1	1	98
CCCNC(=O)CCc1cc(C(C)(C)C)c(O)c(C(C)(C)C)c1	-9	8	-8	1	0.5	-3	-2	-0.5	1.1	94
